CatB block – inhibitors of human cathepsin B; purified cathepsin B, fluorogenic substrate, fluorescence; P07858; 63,000 compounds, 0.1% hits; inhibition, %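 (tested at 10 µM)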; in the data active means inhibition above about 21%;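 further: 0% = enzyme with no compound and 100% = no enzyme blank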
MKP-1 inh – blocks human MKP-1 phosphatase activity; P28562; recombinant MKP-1, OMFP hydrolysis fluorescence; inhibition, %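 (compounds tested at a single concentration somewhere between 10 and 100 µM)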; 65,000 compounds, 0.15% hits; AID 374;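 active means inhibition above about 50%, limit read from the data; inconclusive means inhibition over screen mean plus 3 SD, below that limit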;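 further: 0% = DMSO max control wells and 100% = wells with enzyme stopped by NaOH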
Target sequence (P28562 whole entry, looked up): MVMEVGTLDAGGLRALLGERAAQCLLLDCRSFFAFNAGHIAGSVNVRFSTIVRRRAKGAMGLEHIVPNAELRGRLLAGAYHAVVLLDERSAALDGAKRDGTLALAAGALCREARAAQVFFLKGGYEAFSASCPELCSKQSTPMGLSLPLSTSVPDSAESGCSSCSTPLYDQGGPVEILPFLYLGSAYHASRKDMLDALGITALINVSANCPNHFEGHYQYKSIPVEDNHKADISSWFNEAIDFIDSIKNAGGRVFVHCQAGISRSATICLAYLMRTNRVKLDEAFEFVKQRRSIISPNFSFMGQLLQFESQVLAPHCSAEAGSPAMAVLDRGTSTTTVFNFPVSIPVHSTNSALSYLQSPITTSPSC
CatB mix inh – inhibitors of human cathepsin B in compound mixtures. Purified cathepsin B, AMC dipeptide fluorescence. inhibition, %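 (ten-compound pools at 5 µM per compound and 50 µM total)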. 62,000 compounds, 0.06% hits. AID 488; in the data active means inhibition above about 22%, passing the limit was not always enough; inconclusive means no clear call, values can overlap the other calls;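 further: 0% = enzyme without compound and 100% = no enzyme blank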
AP complement – alternative pathway complement inhibition, orthogonal assay | Human serum alternative complement pathway, LPS-coated ELISA, C3 deposition; tested in compound mixtures | inhibition, % at 5 µM | 62,000 compounds, 0.08% hits | AID 1235;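 active means inhibition above 30% in each of the two pooled mixtures holding the compound, so the lower value exceeds 30%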;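 further: 0% = serum in Mg-EGTA without compound and 100% = EDTA serum blank; some compounds past the cut are filed as inactive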
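Assay system: human serum alternative complement pathway, C3 deposition on LPS-coated wells; Dosing: 5 µM per compound in ten-compound mixtures; Detection: Anti-C3 ELISA, OD 450 nm; Buffer or medium: Mg2+-EGTA GVB++ buffer containing human serum at 1:15 dilution; Timing: 1 h at 37 °C; Replication: two different pools per compound.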
Ecoli tolC – E. coli tolC mutant growth inhibition; AID 573; E. coli BW25113 tolC mutant growth, OD615; growth inhibition, % at 10 µM (by protocol); 65,000 compounds, 2.2% hits;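 active means growth inhibition at or above a cutoff equal to the mean over every tested compound plus 3 SD, cut at about 60% in these data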;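 further: growth measured after 20 h incubation at 37 °C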
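Test system – E. coli BW25113 ΔtolC::kan, tolC deletion mutant strain · Detection – OD at 615 nm · Buffer or medium – LB with kanamycin 50 µg/mL · Times – 20 h compound exposure of bacteria at 37 °C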
D1 mod – D1 dopamine receptor (human) allosteric modulation; HEK293 D1, CRE-luciferase, dopamine EC30 potentiation; actives deviate in either direction; B-score at 10 µM; 58,000 compounds, 5.9% hits; AID 641; P21728;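 active means luminescence count or its row- and column-corrected plate score outside the 99.7% band of the plate's sample wells, on either side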
Target sequence (P21728 whole entry, looked up): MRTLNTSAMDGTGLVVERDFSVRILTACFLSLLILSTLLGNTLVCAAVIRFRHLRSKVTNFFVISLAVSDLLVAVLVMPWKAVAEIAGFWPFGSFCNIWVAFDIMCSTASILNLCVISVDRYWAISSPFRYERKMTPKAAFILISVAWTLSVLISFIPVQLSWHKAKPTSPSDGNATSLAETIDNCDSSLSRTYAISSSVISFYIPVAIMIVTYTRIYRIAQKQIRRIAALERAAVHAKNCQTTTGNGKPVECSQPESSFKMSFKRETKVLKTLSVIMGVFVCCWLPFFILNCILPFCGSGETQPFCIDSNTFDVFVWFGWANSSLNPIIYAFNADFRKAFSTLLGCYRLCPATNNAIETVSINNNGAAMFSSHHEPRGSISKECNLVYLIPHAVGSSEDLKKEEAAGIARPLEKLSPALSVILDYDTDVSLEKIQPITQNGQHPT
Hsp90 inh – displaces geldanamycin probe from tumor Hsp90 | inhibition, % at 30 µM | NCI-N417 lysate Hsp90, Cy3B-geldanamycin FP displacement | 64,000 compounds, 0.35% hits;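 active means inhibition above 50%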;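 further: 0% = tracer plus lysate wells and 100% = tracer alone without lysate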
Cdc25B inh – inhibitors of human Cdc25B phosphatase; P30305; 65,000 compounds, 0.1% hits; inhibition, %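 (compounds tested at 10 µM final in the well)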; AID 368; recombinant Cdc25B, OMFP fluorescence Ex485/Em525; in the data active means inhibition above about 50%
E coli RNAP – inhibitors of Escherichia coli RNA polymerase; P0A8V2; E. coli RNA polymerase, fluorescence transcription assay; inhibition, %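 (tested at 10 µM)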; 62,000 compounds, 0.2% hits; in the data active means inhibition above about 20%;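 further: 0% = enzyme without compound and 100% = no enzyme blank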
* marks the source's active call; other numbers are inactive results; u = inconclusive; x = no result given.

1. O=C(Nc1ncccn1)C1CCCN1S(=O)(=O)c1ccc(Cl)c(Cl)c1 (stereo not drawn)
2. CCn1c(CNC(=O)c2ccco2)nnc1SCC(=O)Nc1cc(C(F)(F)F)ccc1Cl
3. c1ccc(Oc2nc(NCc3ccco3)nc(NCc3ccco3)n2)cc1
4. COc1ccc(N2C(=O)NC3CC2(C)Oc2ccc(Br)cc23)cc1OC (stereo not drawn)
5. COc1ccc(S(=O)(=O)N2CCN(S(=O)(=O)c3ccc4c(c3)OCCO4)CC2)cc1C
6. COc1cc(C(=O)Nc2nccs2)c(Br)c(OC)c1OC
7. Cc1cc2cc(CCNC(=O)CC(C)(C)C)c(=O)[nH]c2cc1C
8. COc1cc(OC)c(C2C(C#N)=C(N)OC3=C2C(=O)CC(C)C3)cc1OC (stereo not drawn)
9. O=C(NC12CCC(O)C(SC1)/C2=N/O)c1ccccc1 (stereo not drawn)
10. Cc1cc(N2CCN(c3nc4ccccc4s3)CC2)n2ncnc2n1

| Compound | 1 | 2 | 3 | 4 | 5 | 6 | 7 | 8 | 9 | 10 |
| --- | --- | --- | --- | --- | --- | --- | --- | --- | --- | --- |
| Ecoli tolC | -16 | 4 | -3 | 25 | 29 | 0 | 8 | -5 | 1 | -9 |
| Hsp90 inh | -6 | -2 | -5 | 0 | -2 | -9 | -1 | -2 | -1 | -5 |
| D1 mod | -0.7 | -0.31 | 5.2* | 0.59 | 1.4 | -1.2 | -0.6 | -0.04 | 0.055 | -2.3 |
| AP complement | -7 | 28 | 9 | 8 | -1 | 1 | 20 | -2 | -12 | 5 |
| CatB block | 1 | -3 | 0 | 5 | 5 | 1 | 0 | 0 | -1 | -3 |
| MKP-1 inh | -4 | 14 | 6 | -4 | 15 | 9 | 0 | 6 | 11 | 9 |
| E coli RNAP | 5 | -10 | 7 | 3 | 11 | 6 | 4 | 4 | -5 | 4 |
| CatB mix inh | -6 | -5 | 5 | -3 | 3 | 2 | 8 | 0 | 1 | 7 |
| Cdc25B inh | -9 | 3 | -4 | -7 | -4 | -5 | -25 | 3 | -9 | 0 |

11. COc1ccc(NC(=O)C2CC(c3ccc(OC)c(OC)c3)=NO2)cc1OC (stereo not drawn)
12. Cc1cccc2cc(CN(Cc3cccnc3)C(=O)c3ccncc3)c(=O)[nH]c12
13. O=C(CN1CCN(c2nc(-c3ccc(Cl)cc3)cs2)CC1)NCc1ccco1
14. CC1(C)Cc2cccc(OCC(=O)N3CCN(S(=O)(=O)c4ccccc4F)CC3)c2O1
15. CC1CCN(CCc2nc3cc(NC(=O)Nc4ccccc4)ccc3n2C)CC1
16. CCN(CC)CCCN1C(=O)C(O)=C(C(=O)c2ccco2)C1c1cc(OC)ccc1OC (stereo not drawn)
17. CC(=O)c1c(C(C)=O)c(C)n(NC(=O)c2cccnc2)c1C
18. O=C1CCC(=O)N1c1ccc(CSc2nnnn2C2CCCCC2)cc1
19. COCCNC(=O)Cn1cnc2ccc(S(=O)(=O)N3CCC(C)CC3)cc2c1=O
20. Cc1ccc(C)n1-n1c(C)nc2scc(-c3cccs3)c2c1=O

| Compound | 11 | 12 | 13 | 14 | 15 | 16 | 17 | 18 | 19 | 20 |
| --- | --- | --- | --- | --- | --- | --- | --- | --- | --- | --- |
| Ecoli tolC | -5 | -13 | 55 | 4 | -9 | 3 | -16 | 7 | -10 | 33 |
| Hsp90 inh | 8 | -4 | -11 | -2 | -2 | -2 | -2 | 1 | -3 | -7 |
| D1 mod | 7.1* | -0.027 | x | -0.29 | -0.24 | 0.36 | -0.068 | -0.35 | -0.72 | 1.9 |
| AP complement | -3 | 3 | 4 | 14 | 11 | -25 | 7 | -3 | 11 | 3 |
| CatB block | -2 | 0 | -3 | 4 | 3 | 6 | 1 | 6 | 0 | -3 |
| MKP-1 inh | 5 | -21 | 17 | -2 | u | -15 | -11 | 9 | 2 | 0 |
| E coli RNAP | 7 | 6 | 8 | 6 | 3 | 1 | 2 | 1 | 2 | 0 |
| CatB mix inh | -3 | 6 | 2 | 4 | -2 | 8 | 3 | 4 | 4 | -4 |
| Cdc25B inh | 5 | -1 | 13 | 1 | -12 | 4 | 0 | -11 | -14 | -5 |

21. O=C(NCc1ccco1)C1OCCc2ccccc21 (stereo not drawn)
22. CCOC(=O)CCN(Cc1cccs1)S(=O)(=O)c1ccc(Cl)cc1
23. COc1ccc2[nH]cc(C(=O)CN3CCCCC3)c2c1
24. Cc1ccc2cc3cc(C(=O)N4CC(C)CC(C)C4)oc3nc2c1 (stereo not drawn)
25. O=C(CSCCc1ccccn1)Nc1cccnc1
26. CC1(C)Oc2ccc(C(=O)NC3CCCC3)cc2N(CC(=O)N2CCOCC2)C1=O
27. CCC1CCCCN1C(=O)CSc1nnc(-c2c[nH]c3ccccc23)o1 (stereo not drawn)
28. O=C(OCC(=O)N1CCN(C(=O)c2ccco2)CC1)c1ccc(S(=O)(=O)N2CCCCC2)cc1
29. CCOc1cc(C)c(Cl)cc1S(=O)(=O)NCc1ccco1
30. O=C(Nc1ccccc1N1CCCC1)c1ccc2c(c1)OCO2

| Compound | 21 | 22 | 23 | 24 | 25 | 26 | 27 | 28 | 29 | 30 |
| --- | --- | --- | --- | --- | --- | --- | --- | --- | --- | --- |
| Ecoli tolC | -9 | 48 | -12 | 47 | -27 | -21 | 23 | -15 | 21 | 4 |
| Hsp90 inh | -19 | -5 | -8 | -4 | -1 | -2 | -2 | -1 | 0 | -6 |
| D1 mod | 0.32 | 0.19 | -0.3 | 0.032 | -1.4 | -0.53 | -0.67 | -0.43 | -1.2 | -0.078 |
| AP complement | -10 | 8 | -7 | 4 | 16 | 11 | -11 | 2 | 5 | 8 |
| CatB block | 0 | 7 | -1 | 3 | -2 | 1 | 8 | 1 | 2 | 2 |
| MKP-1 inh | 7 | 35 | -13 | 17 | 7 | 0 | 12 | 33 | 1 | 27 |
| E coli RNAP | 9 | 8 | 7 | 4 | 4 | 8 | 1 | 4 | 10 | 1 |
| CatB mix inh | 0 | 3 | 1 | 4 | 9 | 0 | 6 | -3 | 6 | -1 |
| Cdc25B inh | 3 | -19 | 10 | -15 | 10 | -1 | -7 | -28 | 4 | 0 |

31. CCOC(=O)C1=C(SCC(=O)Nc2ccccc2)NC(=O)C(C#N)C12CCCCC2 (stereo not drawn)
32. O=C(Oc1ccc(-c2nnco2)cc1)N1CCCCC1
33. COc1cccc(-n2ccnc2SCC(=O)N2CCc3ccccc32)c1
34. COc1ccc(C2/C(=C(/O)c3ccccc3)C(=O)C(=O)N2CO)cc1 (stereo not drawn)
35. CCOc1ccc(-c2nc(CSCC(=O)NCc3ccco3)c(C)o2)cc1
36. CCOC(=O)Cc1csc(NC(=O)C2C3C=CC(C3)C2C(=O)O)n1 (stereo not drawn)
37. Cc1ccc(C2CC(C(F)(F)F)n3nc(C(=O)NCCN4CCOCC4)cc3N2)cc1 (stereo not drawn)
38. CCOCCCNC(=O)CCCOc1ccccc1
39. CCN(CC)c1ccc(NC(=O)CN2CCN(CC(=O)Nc3ccccc3F)CC2)cc1
40. O=C(Nc1ccc2c(c1)OCO2)c1ccncc1

| Compound | 31 | 32 | 33 | 34 | 35 | 36 | 37 | 38 | 39 | 40 |
| --- | --- | --- | --- | --- | --- | --- | --- | --- | --- | --- |
| Ecoli tolC | 48 | -9 | 5 | -9 | 0 | -11 | 18 | -2 | 8 | -5 |
| Hsp90 inh | -4 | -2 | -1 | 1 | -3 | -4 | -1 | -6 | 0 | -1 |
| D1 mod | -1.1 | 0.76 | -0.3 | 0.053 | -1.7 | 0.042 | -0.32 | -0.13 | 0.72 | 0.29 |
| AP complement | 16 | x | 4 | 15 | 20 | 12 | 13 | 15 | 5 | 2 |
| CatB block | -3 | x | 5 | -2 | -2 | -1 | 1 | 4 | 1 | 0 |
| MKP-1 inh | 13 | -8 | 8 | 14 | -1 | 4 | 33 | -7 | -14 | 12 |
| E coli RNAP | 3 | x | -7 | -5 | 2 | 0 | 4 | 11 | 3 | 10 |
| CatB mix inh | -2 | x | 11 | -2 | 8 | -3 | 5 | 9 | -9 | -5 |
| Cdc25B inh | -3 | -8 | 12 | -13 | 3 | -3 | -9 | -4 | -17 | -11 |

41. CC(C)(C)NC(=O)C1CCCN(S(=O)(=O)c2cccc3cccnc23)C1 (stereo not drawn)
42. COC(=O)[C@@H](N)Cc1ccc(O)cc1
43. CC1(C)CC(=O)C2=C(C1)OC1=C(C(=O)CC(C)(C)C1)C2c1ccc(O)cc1O
44. Cc1ccc(CN(c2ccc(C(=O)N3CCCC3)cc2)S(C)(=O)=O)cc1
45. COC(=O)C1C(=O)c2c(n[nH]c2C)CC1(C)C (stereo not drawn)
46. Cn1c(=O)c2ncn(CC(=O)Nc3ccc4oc(-c5cccc6ccccc56)nc4c3)c2n(C)c1=O
47. O=C1CC2CS(=O)(=O)CC2N1c1ccc(Cl)cc1Cl (stereo not drawn)
48. COc1ccc(NC(=O)CSc2nnc(-c3ccoc3C)n2CCc2ccccc2)cc1
49. CCOC(=O)N1CCC(NC(=O)C2CCCN(Cc3nc(-c4cccc(Cl)c4)oc3C)C2)CC1 (stereo not drawn)
50. Cc1cc(NC(=O)Nc2cccc3ccccc23)no1
51. Cn1c(=O)c2c(nc(NCCNC(=O)c3ccco3)n2Cc2ccccc2Cl)n(C)c1=O

| Compound | 41 | 42 | 43 | 44 | 45 | 46 | 47 | 48 | 49 | 50 | 51 |
| --- | --- | --- | --- | --- | --- | --- | --- | --- | --- | --- | --- |
| Ecoli tolC | -3 | 22 | 11 | 0 | -11 | 18 | -18 | 14 | 7 | 1 | 5 |
| Hsp90 inh | -2 | -3 | 0 | -2 | 0 | -1 | -4 | -4 | -2 | -1 | 1 |
| D1 mod | 0.33 | 0.62 | -2 | 0.39 | 0.03 | x | -0.26 | 0.18 | -2.3 | 0.24 | -0.045 |
| AP complement | 18 | -9 | 12 | -1 | 17 | 8 | 6 | -6 | 13 | 10 | -10 |
| CatB block | 2 | 0 | x | 4 | 4 | 0 | 6 | 9 | 3 | 4 | 2 |
| MKP-1 inh | -6 | 6 | 41 | 8 | 10 | 12 | -21 | -3 | 6 | -6 | 6 |
| E coli RNAP | 0 | 8 | -10 | 4 | 1 | -10 | 1 | 1 | 8 | 6 | -6 |
| CatB mix inh | 1 | 4 | -2 | -1 | 4 | -1 | 1 | 4 | 3 | 0 | 0 |
| Cdc25B inh | -6 | -4 | -1 | 4 | 1 | -4 | -17 | 9 | -12 | -3 | -10 |

7 of the compounds above, as tab-separated lines:
#	SMILES	Ecoli tolC	Hsp90 inh	D1 mod	AP complement	CatB block	MKP-1 inh	E coli RNAP	CatB mix inh	Cdc25B inh
12	Cc1cccc2cc(CN(Cc3cccnc3)C(=O)c3ccncc3)c(=O)[nH]c12	-13	-4	-0.027	3	0	-21	6	6	-1
13	O=C(CN1CCN(c2nc(-c3ccc(Cl)cc3)cs2)CC1)NCc1ccco1	55	-11	x	4	-3	17	8	2	13
14	CC1(C)Cc2cccc(OCC(=O)N3CCN(S(=O)(=O)c4ccccc4F)CC3)c2O1	4	-2	-0.29	14	4	-2	6	4	1
15	CC1CCN(CCc2nc3cc(NC(=O)Nc4ccccc4)ccc3n2C)CC1	-9	-2	-0.24	11	3	u	3	-2	-12
16	CCN(CC)CCCN1C(=O)C(O)=C(C(=O)c2ccco2)C1c1cc(OC)ccc1OC (stereo not drawn)	3	-2	0.36	-25	6	-15	1	8	4
17	CC(=O)c1c(C(C)=O)c(C)n(NC(=O)c2cccnc2)c1C	-16	-2	-0.068	7	1	-11	2	3	0
18	O=C1CCC(=O)N1c1ccc(CSc2nnnn2C2CCCCC2)cc1	7	1	-0.35	-3	6	9	1	4	-11

Assay outcomes deposited in PubChem by several laboratories.
